Source: PubChem BioAssay (IUPUI and University of Michigan)
ST2 inh = inhibitors of human ST2 (IL1RL1) binding to IL-33, primary screen, biochemical, AlphaLISA | AlphaLISA ST2-Fc/biotin-IL-33 interaction, 1 h | AID 1259354, 2018 | inhibition, % for hits at 17 µM | 78,000 tested, 2.3% active; in the data active = inhibition above about 30%; inconclusive = mostly about 10% to 28%
Target sequence (Q01638 whole entry, looked up): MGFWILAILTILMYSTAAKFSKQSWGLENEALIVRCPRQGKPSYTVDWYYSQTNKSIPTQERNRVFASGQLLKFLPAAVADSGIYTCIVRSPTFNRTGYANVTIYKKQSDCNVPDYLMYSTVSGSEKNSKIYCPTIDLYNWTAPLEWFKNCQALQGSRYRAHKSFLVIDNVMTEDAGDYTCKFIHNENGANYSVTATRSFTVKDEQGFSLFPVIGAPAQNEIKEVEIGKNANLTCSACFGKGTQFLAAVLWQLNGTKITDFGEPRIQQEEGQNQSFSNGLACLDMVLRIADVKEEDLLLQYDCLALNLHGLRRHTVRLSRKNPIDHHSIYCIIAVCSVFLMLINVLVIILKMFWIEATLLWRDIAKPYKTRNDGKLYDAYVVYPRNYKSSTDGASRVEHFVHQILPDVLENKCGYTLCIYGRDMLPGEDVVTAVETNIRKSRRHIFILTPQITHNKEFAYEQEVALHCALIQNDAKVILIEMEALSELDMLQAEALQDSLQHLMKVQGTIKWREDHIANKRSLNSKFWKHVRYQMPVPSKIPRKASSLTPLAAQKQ
The depositor's hits bear a star; i = inactive; ? = inconclusive. A portion of the library; count on the stated rates, not on these rows.

SMILES	ST2 inh
Cc1csc(C(C)N(C)Cc2cn[nH]c2-c2ccc(-c3ccccc3)cc2)n1 (centres undefined)	i
COc1ccc(N2CCN(S(=O)(=O)c3cccc4cccnc34)CC2)cc1	?
COc1ccc(C)cc1NS(=O)(=O)c1ccc(CC(C)C)cc1	i
Cc1cc(NC(=O)c2cccs2)n(-c2nc3ccccc3n2C)n1	i
Cc1cnc(C)c(-c2cc(O)c3c(c2)CN(C2Cc4ccccc4C2)CCO3)n1	i
CC(NC(=O)c1cnn2c1CCCC2)c1nc(-c2cccnc2)no1 (centres undefined)	i
C=CCn1c(SCC(=O)c2ccc(OC)c(OC)c2)nc2sc3c(c2c1=O)CCC3	i
COc1ccccc1Nc1ncc(C(=O)N(C)Cc2ccccc2)c2ccccc12	i
CC1CCc2oc3ccc(NS(=O)(=O)c4cccs4)cc3c2C1 (centres undefined)	i
COc1ccc(/C=C2\SC(N)=NC2=O)cc1OCc1ccc(Cl)cc1	i
O=C(O)c1ccc(CNCc2cccc(OCc3ccccc3)c2)cc1	i
Cc1ccc(-n2c(SCc3ccccc3)nc(O)cc2=O)cc1	i
O=C1CCCC2=C1C(c1ccc(O)cc1)Nc1ccc3ccccc3c12 (centres undefined)	i
Cn1c(=O)c2[nH]c(SCC(=O)c3ccc4c(c3)OCCO4)nc2n(C)c1=O	i
CCCCNC(=O)c1cc(Sc2nnc(C)s2)nc2ccccc12	?
CC(=O)Nc1cccc(-c2ccccc2-c2nnc(C)s2)c1	i
COc1ccc(OC)c2c(C)cc(N3Cc4cnn(CCO)c4C3)nc12	?
O=C(NC1CCCCC1)C1c2ccccc2C(=O)N1C1CCCC1 (centres undefined)	i
Cc1cc(C)n2nc(SC(C)C(=O)NC3CC3)nc2n1 (centres undefined)	i
O=C(NCCC1=CCCCC1)c1cc(-c2ccncc2)nc2ccccc12	?
CN1CCCN(Cc2ccc([N+](=O)[O-])cc2)CC1	?
COCCC(=O)Nc1cc(C(=O)N(C)C(C)c2nc(C)cs2)cc2nc(-c3ccccc3)n(C)c12 (centres undefined)	i
CCCn1c(=N)c(C#N)cc2c(=O)n3cccc(C)c3nc21	?
CN1CCC2(CC1)CCN(Cc1ccc(C(=O)O)cc1)C2	?
Cc1cc(=O)[nH]c(SCC(=O)Nc2nc(-c3ccccc3)cs2)n1	i
Following part.
SMILES	ST2 inh
O=C(C1CCN(S(=O)(=O)c2cccc3cccnc23)CC1)N1CCN(c2ccccc2)CC1	i
CCCC(=O)Nc1cccc(-c2nc3ncccc3o2)c1C	i
Cc1ccsc1CN(C)C(=O)c1cnn2ccccc12	?
COc1ccc(C2CC(=O)Nc3c2ccc2ccccc32)cc1 (centres undefined)	i
CCOc1ccc(S(=O)(=O)N2CCN(c3ccccn3)CC2)c2cccnc12	i
COc1cc(CN2CCN(c3ccccc3C)CC2)cc(OC)c1OC	i
C=C(C)COc1ccccc1C(=O)NC(CC)c1nc(C)no1 (centres undefined)	i
CC1CCN(c2nc3c(c(=O)n(C)c(=O)n3C)n2Cc2cccc(F)c2)CC1	i
COc1ccc(S(=O)(=O)N2CCN(c3nc(C)cc(N4CCN(C)CC4)n3)CC2)cc1OC	i
O=C(CSc1c2c(nc3ccc(Cl)cc13)CCCC2)NCCCN1CCOCC1	i
O=C(c1ccc(-n2cnnc2)cc1)N1CCC(O)(c2ccc(F)cc2)CC1	i
COc1cc(C(=O)Nc2cc(Cl)ccc2OCc2cc(=O)n3oc(C)cc3n2)cc(OC)c1OC	i
CCCOc1ccc2oc(=O)c3c(c2c1)CCCN3C(=O)CN1CCN(C)CC1	i
Cc1ccc(Cc2c(C)nc3nc(SCC(=O)NCCCN4CCCC4)nn3c2C)cc1	i
O=C(Nc1ccccc1I)c1ccc(NC(=O)c2ccco2)cc1	i
CCOc1ccc(NC(=O)c2cnc3scc(C)n3c2=O)cc1	i
COc1ccc(Oc2c(C(F)(F)F)oc3c(CN(C)C)c(O)ccc3c2=O)cc1	i
COc1ccc2c(c1)CCc1c(C(=O)Nc3cc(OC)c(OC)c(OC)c3)noc1-2	i
CCc1ccc(N2C(=O)Nc3ccccc3N2O)cc1	i
CC1CCN(C(=O)c2cccn3c(=O)c4sccc4nc23)CC1	i
CCN(CC)C(=O)c1ccc(Cl)c(NC(=O)C[C@@H]2C[C@@H]3C=C[C@H]2C3)c1	i
CCOc1ccc(OCCSc2nc3ccccc3o2)cc1	i
O=C1CSc2ccc(C(=O)NCCN3CCCCCC3)cc2N1	i
Clc1ccc(OCCCCN2CCCC2)c(Br)c1	i
CN1CCC2(CC1)CN(C(=O)CCCn1cncn1)CCCN2C	?
Following part.
SMILES	ST2 inh
CCN(CC)C(=O)CC[C@H]1CNC(=O)[C@@H]2[C@@H](CCN2Cc2ccc(OC)cc2)N1C	i
Cc1nnc(SCc2ccc(Cl)cc2)[nH]c1=O	i
CN1CCN2CCN(C(=O)CCn3ccnc3)CC2C1 (centres undefined)	i
Cc1ccc(Nc2c(-c3ccccn3)nc3cccc(C)n23)cc1	?
Cc1nc(C(C)C)sc1C(=O)N1CCN(c2ncccn2)CC1C(=O)O (centres undefined)	?
COc1ccc(C(=O)Nc2ccc(C)c(Cl)c2)cc1[N+](=O)[O-]	?
CCOC(=O)C1=C(c2ccccc2)OC(N)=C(C#N)C1c1ccc(Cl)c(Cl)c1 (centres undefined)	?
OC1(Cc2ccccc2)CCCCC1	i
O=C(NCc1ccccc1)C(=O)NC1CC1	i
c1coc(-c2nnc([C@H]3CCN(C4CCC4)C3)o2)c1	i
C=CCc1cccc2cc(C(=O)NC(C)c3ccccc3)c(=O)oc12 (centres undefined)	i
Cc1ccc(S(=O)(=O)N(CCCC(=O)O)Cc2ccc(Cl)cc2)cc1	i
Cc1ccc(N2C(=O)S/C(=C\c3ccc(O)cc3)C2=O)cc1	i
CCCSc1nnc2c3ccccc3n(CCC)c2n1	i
COC(=O)C(C)Sc1nc2c(c(=O)n1-c1ccc(C)cc1)SCC2 (centres undefined)	i
CCN(Cc1ccncc1)S(=O)(=O)NCc1ccccc1	?
CCc1ccc(OCC(=O)NCC(C)C)cc1	i
O=C(CSC1=NC(=O)C(Cc2ccccc2)C(=O)N1)Nc1ccc(Br)cn1 (centres undefined)	i
COc1cccc(NC(=O)CCC2CCN(C(=O)c3cnsn3)CC2)c1	i
COCCNC(=O)Cn1c(=O)n(CCCC(=O)NCc2ccco2)c(=O)c2sccc21	?
O=C(O)c1ccc(CNCc2ccc(Cl)cc2)cc1	i
COc1ccc(C(=O)NCc2cccnc2)cc1OC	i
CC1=C(C(=O)Nc2ccc(C)cn2)C(c2ccccc2)C2=C(CC(C)(C)CC2=O)N1 (centres undefined)	i
COCC1(C(=O)NCc2cccnc2N2CCCCCCC2)CCC1	?
CCN1CCN(C(=O)c2cn(CC(C)C)c(=O)c3c2c2ccccc2n3C)CC1	i

Another view of part of the listing above:
COc1cccc(NC(=O)CCC2CCN(C(=O)c3cnsn3)CC2)c1
  ST2 inh = i
COCCNC(=O)Cn1c(=O)n(CCCC(=O)NCc2ccco2)c(=O)c2sccc21
  ST2 inh = ?
O=C(O)c1ccc(CNCc2ccc(Cl)cc2)cc1
  ST2 inh = i
COc1ccc(C(=O)NCc2cccnc2)cc1OC
  ST2 inh = i

More results:
SMILES	ST2 inh
Cc1cc(NC(=O)c2ccc(S(=O)(=O)N(C)C)cc2)nc2c1c(=O)oc1ccccc12	i
CN(Cc1cc(-c2ccncc2)no1)C(=O)[C@@H]1C[C@@H]2C=C[C@H]1C2	?
O=C(Nc1nc2c(s1)CCCC2)c1ccc(Br)o1	i
COc1ccc(OCc2cc(C(=O)N(C)CCC3CCOCC3)no2)c(Cl)c1	i
CCOC(=O)C1(CCOC)CCCN(Cc2cc(Cl)ccc2O)C1 (centres undefined)	?
CCOC(=O)c1c(C)n(-c2ccccc2)c2ccc(OC(=O)c3ccco3)cc12	i
O=C(Nc1ccc(Oc2ccccc2)cc1)C1CC(=O)N(c2ccccc2Cl)C1 (centres undefined)	i
COc1ccc(NC(=O)CSc2nc3c(c(=O)n2-c2ccc(Cl)cc2)SCC3)cc1	i
CC(C)NC(=O)C[C@@H]1O[C@H](Cn2cc(CN(C)Cc3ccccc3)nn2)[C@@H](O)[C@H]1O	i
Cn1ccnc1C(O)C1CCN(C(=O)CCc2c[nH]c3ccccc23)CC1 (centres undefined)	i
CC(C)C1CN(CC(N)=O)CCC(=O)N1CC1CC1 (centres undefined)	?
CCN(CC)CCCNC(=O)C1c2cc(OC)c(OC)cc2C(=O)N(C)C1c1cccs1 (centres undefined)	i
O=C(NCCC1=CCCCC1)c1ccc2c(c1)N(Cc1ccccc1F)C(=O)CS2	i
O=C(NCCn1cc(SCC(=O)N2CCc3ccccc32)c2ccccc21)c1ccccc1F	i
Nc1ccccc1Oc1c(F)c(F)c(Oc2ccccc2N)c(F)c1F	i
Fc1ccc(CN(Cc2ccncc2)Cc2ccc(-c3ccn[nH]3)o2)cc1	?
COc1cccc(N2C(=O)NC(Cc3c[nH]c4ccccc34)C2=O)c1 (centres undefined)	i
Cn1c(=O)c2c(nc(Br)n2CC(=O)c2ccc(Cl)cc2)n(C)c1=O	i
CCN(CC)S(=O)(=O)c1cc(C(=O)Nc2ccccc2[N+](=O)[O-])ccc1Br	?
CCN(CC)CCCNCc1ccc(Cl)cc1	i
CC(C)CCNS(=O)(=O)c1ccc2c(c1)C(=O)c1cc(S(=O)(=O)NCCC(C)C)ccc1-2	36.0%*
CC1=C(C(=O)OC2CCCCC2)C(c2ccc(Br)cc2)n2ncnc2N1 (centres undefined)	i
CCOC(=O)c1c(-c2ccccc2)csc1NC(=O)c1cc(-c2ccco2)on1	i
Cc1nonc1C(=O)NC(C)c1cnn(-c2cccc3ccccc23)c1C (centres undefined)	?
CCN(CC)c1ccc(C2N(c3nccs3)C(=O)C3CCCN32)cc1 (centres undefined)	?
Continuation.
SMILES	ST2 inh
Cc1ccc(N=c2oc3cc(O)ccc3cc2C(N)=O)cc1	i
Cc1ccccc1Cn1c(C(C)NC(=O)c2cccs2)nc2ccccc21 (centres undefined)	i
O=C(c1ccc2[nH]ccc2c1)N1CCCC(Cn2cc(C3CCCC3)nn2)C1 (centres undefined)	i
CCCn1cc(C(=O)N2CCNC(C(=O)O)C2)c(C)n1 (centres undefined)	?
O=C(N[C@H]1CO[C@H]2[C@@H]1OC[C@@H]2Nc1nccc(-c2cccs2)n1)c1ccc(C(F)(F)F)cc1	i
CCOC(=O)C(C)Sc1nc2c([nH]c3ccccc32)c(=O)n1-c1ccccc1 (centres undefined)	i
CCOC(=O)CNC(=O)c1sc2nc(C)nc(N3CCN(c4ccccn4)CC3)c2c1C	?
O=C(Nc1ccc(F)cc1)c1oc2ccccc2c1NC(=O)c1c(F)cccc1F	i
CCCNC(=O)C1CC(=O)N(c2ccc(Br)cc2)C1 (centres undefined)	i
COc1ccc(N(C(=O)c2ccc(F)cc2)C2C=CS(=O)(=O)C2)c(OC)c1 (centres undefined)	i
CCCN(CCC)CCNC(=O)C1c2ccccc2C(=O)N(C)C1c1cccs1 (centres undefined)	i
Cc1cccc(Cn2c(CNS(=O)(=O)c3ccc(Cl)cc3)nc3cccnc32)c1	i
COC(=O)c1c(NC(=O)c2ccoc2C)sc2c1CCC(C(C)(C)C)C2 (centres undefined)	i
Cc1cc(C)c(NS(=O)(=O)c2ccc(NC(=O)COc3ccc(Cl)cc3)cc2)c(C)c1	i
N#CC1=C(N)Oc2n[nH]c(-c3ccc4c(c3)OCO4)c2C1c1cccnc1 (centres undefined)	?
O=C1c2cccc3cccc(c23)C(=O)N1CCNCCO	i
O=C(Nc1c(C(=O)Nc2cccc(F)c2)oc2ccccc12)c1ccco1	i
O=C(O)c1cc2c3c(c1)C1C=CCC1C(c1ccc(F)cc1)N3CC1CC=CC21 (centres undefined)	i
COc1cc(OC)cc(-c2cc3nc(C)c(CCC(=O)NC(C)c4cccs4)c(C)n3n2)c1 (centres undefined)	i
O=C(Cn1ccc2ccccc2c1=O)NCC(=O)N1CCCCC1	i
Cc1cc(C)cc(N2CN=C3SCC(=O)N3C2)c1	?
O=C(NCCc1ccc(Cl)cc1)c1coc2nc3ccccc3nc12	i
CCC1CN(Cc2noc(C)n2)CCC(=O)N1Cc1ccccc1 (centres undefined)	i
CCc1ccc(-c2nc(CN3CCC(C(=O)NC4CCCCC4C)CC3)c(C)o2)cc1 (centres undefined)	i
CC(C)Cc1cc(C(=O)Nc2ccc(F)cc2F)no1	i

Overlap with the part before: 7 compounds, then new ones.
SMILES	ST2 inh
COc1cc(OC)cc(-c2cc3nc(C)c(CCC(=O)NC(C)c4cccs4)c(C)n3n2)c1 (centres undefined)	i
O=C(Cn1ccc2ccccc2c1=O)NCC(=O)N1CCCCC1	i
Cc1cc(C)cc(N2CN=C3SCC(=O)N3C2)c1	?
O=C(NCCc1ccc(Cl)cc1)c1coc2nc3ccccc3nc12	i
CCC1CN(Cc2noc(C)n2)CCC(=O)N1Cc1ccccc1 (centres undefined)	i
CCc1ccc(-c2nc(CN3CCC(C(=O)NC4CCCCC4C)CC3)c(C)o2)cc1 (centres undefined)	i
CC(C)Cc1cc(C(=O)Nc2ccc(F)cc2F)no1	i
COC(=O)c1ccc(N2C(=O)c3ccc(C(=O)OC(C)C(=O)c4ccc(C)cc4)cc3C2=O)cc1 (centres undefined)	i
O=[N+]([O-])c1cccnc1N1CCOCC1	i
COc1ccc(S(=O)(=O)N[C@H]2C[C@@H](c3nc(-c4ccc(C)cc4)no3)N(C)C2)cc1	?
CCCNC(=O)C(=O)Nc1cccc(Cl)c1	i
COCCN[C@H]1[C@@H]2OC[C@@H](O2)[C@@H](NC(=O)Nc2ccc(OC)cc2)[C@@H]1O	i
CN(C)c1ncnc2c1CCN(S(=O)(=O)c1ccc(Cl)s1)C2	i
Cc1ccccc1-n1c(CCc2ccccc2O)n[nH]c1=O	i
CN(Cc1nc2ccccc2n1C)C(=O)c1scc2c1OCCO2	?
Cc1cc2n(n1)CCCN(C(=O)CC1COCCN1)C2 (centres undefined)	?
